KCNQ2 inh – KCNQ2 potassium channel inhibitors, primary screen, cell-based, CHO-K1, FluxOR thallium flux, B-score (AID 2156); O88943; 20 min; stronger effect = lower value; B-score at 10 µM; 310,000 tested, 1.1% active;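 active means fluorescence ratio B-score at most minus 3 library SDs, with starting brightness B-score within 2 library SDs, cut at about -5.5 in these data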
Target sequence (O88943 whole entry, looked up): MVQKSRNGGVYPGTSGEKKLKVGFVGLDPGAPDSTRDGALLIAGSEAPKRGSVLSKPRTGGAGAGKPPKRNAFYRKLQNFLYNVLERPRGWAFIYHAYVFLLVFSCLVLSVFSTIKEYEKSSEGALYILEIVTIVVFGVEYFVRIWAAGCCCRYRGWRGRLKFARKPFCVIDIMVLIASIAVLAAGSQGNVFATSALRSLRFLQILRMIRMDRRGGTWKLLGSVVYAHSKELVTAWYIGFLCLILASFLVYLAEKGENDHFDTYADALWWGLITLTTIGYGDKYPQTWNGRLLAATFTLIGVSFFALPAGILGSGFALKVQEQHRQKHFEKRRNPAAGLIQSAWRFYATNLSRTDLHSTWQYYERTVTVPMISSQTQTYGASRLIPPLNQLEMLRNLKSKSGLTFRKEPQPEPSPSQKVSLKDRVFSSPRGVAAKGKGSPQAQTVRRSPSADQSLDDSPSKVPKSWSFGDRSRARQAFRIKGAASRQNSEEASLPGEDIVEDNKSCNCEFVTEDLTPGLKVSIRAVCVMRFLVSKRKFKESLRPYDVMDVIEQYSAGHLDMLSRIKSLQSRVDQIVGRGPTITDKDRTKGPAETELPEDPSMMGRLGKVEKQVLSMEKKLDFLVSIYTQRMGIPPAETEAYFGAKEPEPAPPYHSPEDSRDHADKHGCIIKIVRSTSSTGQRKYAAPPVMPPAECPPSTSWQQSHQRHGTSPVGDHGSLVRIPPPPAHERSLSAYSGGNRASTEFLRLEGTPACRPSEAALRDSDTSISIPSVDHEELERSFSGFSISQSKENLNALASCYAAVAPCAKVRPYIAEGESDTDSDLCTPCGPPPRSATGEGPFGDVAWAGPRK
Kir21 inh – blocks the mouse Kir2.1 inward-rectifier potassium channel; P35561; HEK293-Kir2.1, FluxOR thallium flux fluorescence; stronger effect = lower value; B-score at 10 µM; 310,000 tested, 0.85% active; AID 1672;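 active means fluorescence ratio B-score at or below minus 3 SD of library scores, with starting-brightness B-score within 2 SD, cut at about -4.2 in these data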;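 further: channel flux triggered by added potassium and thallium sulfate stimulus; B-score of peak minus minimum fluorescence over baseline after thallium stimulus; more negative B-score means stronger Kir2.1 block with less thallium influx; some compounds called inactive have numbers as strong as hits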
* marks the source's active call; other numbers are inactive results; i = inactive.

SMILES	KCNQ2 inh	Kir21 inh
CCCCn1c(N)c(N(CCOC)C(=O)c2cc(S(=O)(=O)N3CCCCC3)ccc2C)c(=O)[nH]c1=O	i	2.3
O=C(CCN1C(=O)COc2ccccc21)NCc1ccco1	i	-3.5
O=C(COc1ccc([N+](=O)[O-])cc1)Nc1ccc(NC(=O)c2ccccc2)cc1	i	1.1
Cn1c(=O)oc2cc(S(=O)(=O)NCCC(=O)N3CCN(c4ccccc4)CC3)ccc21	i	0.85
O=C(NCCCn1ccnc1)C(=O)NCC(c1ccco1)N1CCN(c2ccccc2)CC1 (stereo not drawn)	i	-3.7
Cc1nc(C)n(CC(C)C(=O)N2CCN(S(=O)(=O)c3ccccc3)CC2)n1 (stereo not drawn)	i	-0.16
O=C(O)/C=C/C(=O)NCCNc1ncc(C(F)(F)F)cc1Cl	i	0.19
O=C(O)CSCc1nc2scc(-c3ccccc3)c2c(=O)[nH]1	i	2
O=C(COC(=O)Cc1ccc(-c2ccccc2)cc1)NCc1ccccc1	i	1.1
O=C(COc1cccc(Cl)c1Cl)Nc1ccc2c(c1)CCC2	i	-0.47
CN1CCCN(Cc2nc(-c3ccc(Cl)cc3)no2)CC1	i	0.59
Cc1nc(-c2ccccc2)sc1-c1nc(-c2ccccc2)ncc1S(=O)(=O)c1ccccc1	i	0.68
Cc1cc(NC(=O)C2CC2)ncc1NC(=O)C12CC3CC(CC(C3)C1)C2	i	-0.65
C/C(CC(=O)Nc1cc(C)cc(C)c1)=N\NC(=O)c1ccccn1	i	0.26
C=CCc1ccc(OCCN2CCc3ccccc3C2)c(OC)c1	i	-10*
COc1ccc(C2CC(c3cccs3)=NN2C(=O)c2ccc(Br)o2)cc1 (stereo not drawn)	i	-7.9e-16
C=C(C)c1cccc(C(C)(C)NC(=O)N2CCCC(C(N)=O)C2)c1 (stereo not drawn)	i	0.42
Cc1ccc(S(=O)(=O)N2CC=C(C(=O)NC3CCCC3)CC2)cc1	i	0.11
COc1ccccc1NC(=O)c1ccc(-c2ccccc2F)o1	i	-0.32
Cc1ccc(NC(=S)NCCc2ccc(S(N)(=O)=O)cc2)c(C)c1	i	-2.1
CN(Cc1ccccc1)C(=O)c1cc2cc(F)ccc2[nH]1	i	0.27
Cc1c(C(=O)N2CCCc3ccccc32)sc2nc(-c3ccccc3)cn12	i	0.42
O=c1oc2ccccc2c(NCc2ccccc2)c1[N+](=O)[O-]	i	-1.3
CCC(C)(C)NC(=O)c1ccc(S(=O)(=O)N2CCCCCC2)cc1	i	0.64
COc1ccc(CNC(=O)c2ccc(CS(=O)Cc3cccc(Cl)c3)o2)cc1 (stereo not drawn)	i	0.06
SMILES	KCNQ2 inh	Kir21 inh
COc1ccc(NCc2nnc(SCc3ccccc3)n2-c2ccc(OC)cc2)cc1	i	-3
CCOC(=O)C(=Cc1cc(=O)c(OC)co1)C(=O)OCC	i	-7.3*
COC(=O)c1ccc(CSc2nc(C(F)(F)F)c3c(c2C#N)CCC3)o1	i	-0.09
COc1ccc(C(=O)Cn2cnc3ccccc3c2=O)cc1OC	i	1.2
O=C(COc1ccc(S(=O)(=O)NC2CCCCC2)cc1Cl)NCC1CCCO1 (stereo not drawn)	i	0.26
CC1CCc2cc(F)ccc2N1C(=O)CSc1nnc2c3ccccc3n(C)c2n1 (stereo not drawn)	i	-0.69
Cc1cc(C)c(C#N)c(Nc2ccc3c(c2)OCCO3)n1	i	0.16
C=CCSc1nc2c(c(=O)n(C)c(=O)n2C)n1CC	i	1.8
O=C(NCCCN1CCOCC1)c1ccc(Sc2cccc(Cl)c2)c([N+](=O)[O-])c1	i	-2.5
O=C(c1ccc(F)cc1)C1CCN(C(=O)Nc2ccc(F)cc2)CC1	i	-0.04
CCN1CCN(C(=O)/C=C/c2ccc(C)cc2)CC1	i	1.5
Cc1cc(-c2cc(C(=O)NCc3ccccc3)on2)nc(NCC2CC2)n1	i	0.1
O=C(CSc1ncccc1-c1nc2ccccc2[nH]1)N1CCN(c2ccccc2F)CC1	i	-1.7
COc1ccc(NC(=O)C2(c3cccs3)CCOCC2)cc1	i	-0.03
CC(C)(CO)Nc1ccc([N+](=O)[O-])cc1[N+](=O)[O-]	i	-1.2
Cc1cnc(CN(C)Cc2nc(Cc3cccc(C(F)(F)F)c3)no2)[nH]1	i	0.78
CCOC(=O)CNC(=O)CSc1nc2cccnc2n1Cc1ccccc1	i	-0.97
COC(=O)c1ccc(NC(=O)COc2ccc([N+](=O)[O-])cc2)cc1	i	-0.22
CN1CCN(C(=O)c2ccc3c(c2)OCCO3)CC1	i	-0.01
Cc1nc([N+](=O)[O-])c(Br)n1Cc1ccc(Cl)c(Cl)c1	i	-2.9
CN(CC(=O)Nc1ccc(F)cc1)C(=O)c1cc([N+](=O)[O-])ccc1N1CCOCC1	i	0.36
COc1ccc2nc(/C=N/NC(=O)[C@H](C)NC(=O)OC(C)(C)C)ccc2c1	i	-1.4
Cc1ccc(C(=O)c2ccc(C)cc2)cc1	i	0.21
COCc1[nH]nc2c1C(c1cc(OC)c(O)c(OC)c1)C(C#N)=C(N)O2 (stereo not drawn)	i	-3.2
Cc1cc(C(=O)NCc2ccccc2Cl)c2ccccc2n1	-7.2*	2
SMILES	KCNQ2 inh	Kir21 inh
O=C(CN1CCOCC1)Nc1ccc(OC(F)(F)F)cc1	i	-1.5
CCCn1ncc(/C=N/O)c1C	i	-0.17
COc1cc(OC)cc(C(=O)Nc2cc(-c3cn4cccnc4n3)ccc2C)c1	i	1.1
CCCN(/C=N/c1sc2c(c1C#N)CCCCC2)CCC	-7.9*	-1.5
N#C/C(=C\c1c(N2CCC(C(N)=O)CC2)nc2ccccn2c1=O)S(=O)(=O)c1ccccc1	i	0.02
COc1ccc(/C=C2\SC(=S)N(N3CCOCC3)C2=O)c(OC)c1	i	0.69
On1nnc2ccc3ccccc3c21	i	1.1
O=C(CN1CCc2ccccc2C1)Nc1ccccc1F	i	0
O=C(NCCc1ccc(F)cc1)c1coc(=O)c(Br)c1	i	0.02
CS(=O)(=O)N(CC(=O)NCc1ccccc1Cl)Cc1ccccc1	i	-0.22
Cc1cccnc1NC(=O)c1cc2c(=O)oc3ccccc3c2s1	i	-0.6
C=CCOc1cc(OC)c(OC)c(OC)c1	i	0.65
Cc1cc(NC(=O)CCCN2C(=O)c3cccc4cccc(c34)C2=O)no1	i	0.53
CCn1c(-c2ccc(N(C)C)cc2)nc2ccccc21	i	1
CCN1CCN(CCCNC(=O)CCc2nc(-c3ccc(OC)cc3)no2)CC1	i	0.94
CC/S(CC1CC1(Cl)Cl)=N\S(=O)(=O)c1ccc(C)cc1 (stereo not drawn)	i	-0.18
CN(CCO)C(=O)c1ccc(-c2nn(C)c(=O)c3ccccc23)cc1	i	1.9
COc1ccccc1N1CCN(C(=O)C(F)F)CC1	i	-0.22
Cc1ccccc1NC(=O)C(C)SCc1ccccc1 (stereo not drawn)	i	1
Cc1ccc(C(=O)N2CCN(S(=O)(=O)N3CCOCC3)CC2)cc1	i	-0.26
O=C(Oc1coc(CSc2nnc(NC(=O)C3CC3)s2)cc1=O)c1ccccc1	i	1.5
O=C(c1ccccc1)c1ccc(Oc2ccc(C(=O)O)c(C(=O)O)c2)cc1	i	-2.8
O=C(c1ccc([N+](=O)[O-])cc1[N+](=O)[O-])N1CCCC1	i	-0.32
O=C(CSc1nc2ccccc2c(=O)n1-c1ccc(F)cc1)Nc1ccc2c(c1)CCC2	i	1.2
CCC(C)[C@H](NC(=O)C1CC(=O)N(c2ccc3c(c2)OCCO3)C1)C(=O)NC1CCCC1 (stereo partly drawn)	i	-0.66
SMILES	KCNQ2 inh	Kir21 inh
Cn1c(N)c(C(=O)CSc2nc3ccccc3c(=O)n2CCCN2CCOCC2)c(=O)n(C)c1=O	i	0.24
O=S(=O)(c1ccc(Cl)cc1)N1CCN(C(=S)Nc2ccc(F)c(Cl)c2)CC1	i	-0.36
Cc1cc(Cl)c(S(=O)(=O)N2CCN(c3ccc(F)cc3)CC2)cc1OCC(N)=O	i	-0.07
Cc1cc(NC(=O)CCCN2C(=O)/C(=C/c3ccccc3Cl)SC2=S)no1	i	0.39
CC(C)[C@H](NC(=O)N1CCn2c1nc1ccccc12)C(=O)NCc1ccc2c(c1)OCO2	i	1.3
COc1ccc2[nH]c(=O)c(CN(CCN(C)C)C(=O)NCc3ccccc3)cc2c1	i	-0.06
CCc1cc(C(=O)c2ccc(OC)cc2)c(NC(=O)CC(C)(C)CC(=O)O)s1	i	0
COC(=O)N1CN(C(=O)OC)CN(C(=O)OC)C1	i	-0.01
CN1CCN(C(=S)Nc2cc(S(=O)(=O)N3CCOCC3)ccc2Cl)CC1	i	0.02
O=C1Nc2ccccc2C1(O)c1ccccc1O (stereo not drawn)	i	0.98
CCCc1nc(NCc2ccc3c(c2)OCO3)c2nnn(Cc3ccccc3Cl)c2n1	i	0.4
O=C(COC(=O)CSc1nnc(-c2ccc(Cl)cc2)o1)Nc1cc(Cl)ccc1Cl	i	-0.02
CCOc1ccccc1/C=N/NC(=O)c1cccc(Cl)c1	i	-1.5
COc1ccc(S(=O)(=O)CCC(=O)NCCc2ccc(C)cc2)cc1	i	-1.5
CCCNC1=CC(=O)CC(C)(C)C1	i	-0.1
Cc1ccc(C(=O)C[n+]2cccc3ccccc32)cc1	i	-0.87
Cc1ccc(-c2noc(CN3CCCCC3)n2)cc1	i	0.58
O=C(c1ccncc1)N1N=C(c2ccc(Cl)cc2)CC1c1ccccc1O (stereo not drawn)	i	3.9
COc1ccc(C(C)NC(=O)C2CCCC2)cc1OC (stereo not drawn)	i	0.35
C=CCOc1ccc(CNCc2cccnc2)cc1OCC	i	1
NC1CCN(c2cccc(Cl)n2)CC1	i	0.32
O=C(CN1C(=O)NC2(CCCC2)C1=O)Nc1nc2c(F)cc(F)cc2s1	i	1.1
COc1ccc(NC(=S)N(Cc2ccccn2)Cc2ccccc2Cl)cc1	-7.9*	-0.23
CC(=O)Nc1ccc(NC(=O)c2ccc(COc3ccc(C)cc3)o2)cc1	i	1.6
CCC1CCCCN1S(=O)(=O)c1ccc(NC(=O)C2CCCO2)cc1 (stereo not drawn)	i	1

In another format: results already given.
Molecule,KCNQ2 inh,Kir21 inh
Cc1ccc(C(=O)N2CCN(S(=O)(=O)N3CCOCC3)CC2)cc1,i,-0.26
O=C(COc1ccc([N+](=O)[O-])cc1)Nc1ccc(NC(=O)c2ccccc2)cc1,i,1.1
O=C(COc1ccc(S(=O)(=O)NC2CCCCC2)cc1Cl)NCC1CCCO1 (stereo not drawn),i,0.26
O=C(CSc1nc2ccccc2c(=O)n1-c1ccc(F)cc1)Nc1ccc2c(c1)CCC2,i,1.2

Next compounds:
SMILES	KCNQ2 inh	Kir21 inh
CC(C)c1cc(C(=O)N/N=C/c2ccco2)n[nH]1	i	-0.16
CN1c2ccsc2/C(=N/Nc2ccccc2)CS1(=O)=O	i	-0.16
Cc1ccc(C(=O)Nc2ccccn2)cc1S(=O)(=O)N1CCOCC1	i	-2.8
O=C(CNC(=S)N(CCCN1CCOCC1)Cc1cccs1)NC1CCCCC1	i	0.1
CC1Cc2ccccc2N1C(=O)CSCC(=O)O (stereo not drawn)	i	-0.55
Cc1ccc(-n2cccc2C(=S)N=P(N(C)C)(N(C)C)N(C)C)cc1	i	-12*
O=C(C1=C[C@H](c2csc3ccccc23)C[C@H](OCc2ccc(CO)cc2)O1)N1CCCCCCC1	-5.6*	-0.17
Cc1ccc(N(C(=O)c2snc(C(N)=O)c2N)C(C(=O)NCC2CCCO2)c2c[nH]c3ccccc23)cc1 (stereo not drawn)	i	-0.13
CC(C)n1cc(CN2CCCC(CO)(Cc3cccc(Cl)c3)C2)cn1 (stereo not drawn)	i	-0.43
O=C(NC(=S)Nc1ccccc1Br)c1ccc2c(c1)OCO2	i	-1.1
c1ccc(Oc2nc(-c3cccnc3)nc3ccccc23)cc1	i	0.52
N#Cc1ccc(C23CC4(C2)[C@H](CN(Cc2ccc(C(F)(F)F)cc2)[C@@H]4c2ccccc2)C3c2ccccc2)cc1 (stereo partly drawn)	i	-0.17
CN(C)C(=O)Nc1ccc(F)cc1F	i	0.84
COc1ccc(S(=O)(=O)C(C#N)c2nc3ccccc3nc2N2CCCC(C)C2)cc1 (stereo not drawn)	i	0.01
COc1ccc(C(=O)Nc2ccccc2C(=O)N/N=C/c2ccco2)cc1	i	-2.8
CC(=O)N1CCc2cc(S(=O)(=O)CCC(=O)N3CCN(c4ccccc4)CC3)ccc21	i	0.48
CCCCn1nc2cc(C(=O)NCc3ccc(C(F)(F)F)cc3C(F)(F)F)ccc2c1OCC	i	0.22
CN(C(=O)C12CC3CC(CC(C3)C1)C2)C1CCS(=O)(=O)C1 (stereo not drawn)	i	-0.51
Cc1ccc(C(=O)Oc2cccc(NC(=O)c3ccco3)c2)cc1S(=O)(=O)N1CCC(C)CC1	i	-0.88
COc1ccc(C)cc1N(CC(=O)NCCSCc1cccc(Cl)c1)S(C)(=O)=O	i	-1.2
Nc1nc(SCc2nnc(SCC(=O)O)n2-c2ccccc2)nc2sc3c(c12)CCCC3	i	-0.16

Single records (already shown). Order of screens: KCNQ2 inh	Kir21 inh
`Cc1ccc(N(C(=O)c2snc(C(N)=O)c2N)C(C(=O)NCC2CCCO2)c2c[nH]c3ccccc23)cc1` (stereo not drawn) across the screens: i	-0.13
`CC(C)c1cc(C(=O)N/N=C/c2ccco2)n[nH]1` across the screens: i	-0.16
`O=C(CNC(=S)N(CCCN1CCOCC1)Cc1cccs1)NC1CCCCC1` across the screens: i	0.1
`Cc1ccc(C(=O)Nc2ccccn2)cc1S(=O)(=O)N1CCOCC1` across the screens: i	-2.8
`CCCCn1nc2cc(C(=O)NCc3ccc(C(F)(F)F)cc3C(F)(F)F)ccc2c1OCC` across the screens: i	0.22
